Compound activity from PubChem BioAssay.
MEX-5 binding: C. elegans MEX-5 TCR-2 RNA binding activity; MEX-5/FITC-TCR2 RNA binding, fluorescence polarization; hits give low values; activity score (negative = inhibition of binding), % at 10 µM; actives 0.38% (n = 300,000);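 active means inhibition past about -25% in most replicates, and total fluorescence under double the plate's negative control median, limit read from the data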;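 further: 0% = DMSO and -100% = 5 µM competing unlabeled TCR2 RNA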
VLA-4 inh: inhibition in a human VLA-4 binding assay; P13612; VLA-4 expressing cells, ligand binding flow cytometry; inhibition, % (about 7 µM as worked out from the volumes in the protocol); actives 0.2% (n = 330,000); AID 2557; in the data active means inhibition above about 50%
BCLXL inh: blocks human Bcl-xL binding to Bim BH3 peptide; AID 2129; actives 0.7% (n = 320,000); Q07817; inhibition, % at 10.9 µM; GST-Bcl-xL / FITC-Bim BH3 peptide fluorescence polarization;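 active means inhibition above the mean of all tested compounds plus 3 SD, cutoff set per campaign, cut at about 30% in these data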;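 further: 0% = DMSO wells and 100% = unlabeled Bim-BH3 peptide competitor; inhibitors lower millipolarization by displacing the labeled peptide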
Target sequence (Q07817 whole entry, looked up): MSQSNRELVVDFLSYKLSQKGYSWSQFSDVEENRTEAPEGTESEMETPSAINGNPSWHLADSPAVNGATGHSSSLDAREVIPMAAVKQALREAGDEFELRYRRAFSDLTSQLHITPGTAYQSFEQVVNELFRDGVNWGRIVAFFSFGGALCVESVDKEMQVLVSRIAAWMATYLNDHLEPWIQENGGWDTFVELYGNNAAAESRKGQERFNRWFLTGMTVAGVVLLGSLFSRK
CIT2-GFP yeast: yeast TOR pathway CIT2-GFP modulation; S. cerevisiae CIT2-GFP strain, flow cytometry, 3 h; 100 means same as DMSO wells; GFP response vs DMSO, % at 10 µM; actives 0.065% (n = 320,000); AID 2029;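 active means GFP response relative to DMSO above a set limit, near the screen mean plus 3 SD, cut at about 150% in these data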;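 further: ratio of well median GFP fluorescence to mean of DMSO wells on the plate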
AGP1 TOR yeast: alters AGP1-GFP fluorescence in TOR pathway yeast screen; S. cerevisiae AGP1-GFP multiplex flow cytometry, 3 h; GFP as percent of DMSO wells; GFP response vs DMSO, % at 10 µM; actives 0.02% (n = 320,000);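 active means GFP response relative to DMSO above a set limit, near screen average plus 3 SD, cut at about 150% in these data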;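 further: median GFP channel fluorescence of the gated AGP1 strain per well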
GLD-1 RNA inh: GLD-1-TGE RNA interaction inhibition (C. elegans); purified GLD-1 + fluorescein TGE RNA, fluorescence polarization; inhibition, % at 5.96 µM; Q17339; actives 0.44% (n = 320,000);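 active means percent inhibition above a per-plate cutoff, the plate mean of test compounds plus 3 SD, cut at about 30% in these data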;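 further: 0% = DMSO wells with GLD-1 and probe and 100% = wells lacking GLD-1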
Target sequence (Q17339 whole entry, looked up): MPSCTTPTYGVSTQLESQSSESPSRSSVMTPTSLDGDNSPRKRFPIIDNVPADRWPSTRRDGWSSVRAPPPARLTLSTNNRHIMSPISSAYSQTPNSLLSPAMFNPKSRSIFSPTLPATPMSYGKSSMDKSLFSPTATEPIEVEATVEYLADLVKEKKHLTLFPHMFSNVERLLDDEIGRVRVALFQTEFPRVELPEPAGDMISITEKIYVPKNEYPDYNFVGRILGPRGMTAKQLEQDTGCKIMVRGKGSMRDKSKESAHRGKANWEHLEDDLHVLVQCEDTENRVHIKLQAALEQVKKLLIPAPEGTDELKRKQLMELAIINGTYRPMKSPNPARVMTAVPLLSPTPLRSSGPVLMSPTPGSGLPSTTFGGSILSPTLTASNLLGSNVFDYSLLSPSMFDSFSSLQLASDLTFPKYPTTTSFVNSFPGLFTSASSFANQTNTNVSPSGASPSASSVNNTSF
GRK2 aptamer HTS: blocks RNA aptamer binding to human GRK2; AID 488847; P25098; bead flow cytometry, FAM-aptamer displacement from GRK2; inhibition of aptamer binding, % at 10 µM; actives 0.59% (n = 330,000);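 active means inhibition of aptamer binding above 40%, roughly 3 SD of noise, on plates passing a quality check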;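 further: median bead fluorescence of bound FAM aptamer so fluorescent compounds give negative values; no value below 0 was filed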
MCL1 BIM primary: MCL1-BIM-BH3 interaction inhibition (human); GST-MCL1 / FITC-Bim-BH3 fluorescence polarization; inhibition, % at 10.9 µM; actives 0.68% (n = 320,000);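 active means inhibition above the mean inhibition of all tested compounds plus 3 SD, set per campaign, cut at about 40% in these data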;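 further: 0% = DMSO wells and 100% = unlabeled Bim-BH3 peptide control; higher means more loss of mP so more displacement of Bim peptide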
Target sequence (Q07820 whole entry, looked up): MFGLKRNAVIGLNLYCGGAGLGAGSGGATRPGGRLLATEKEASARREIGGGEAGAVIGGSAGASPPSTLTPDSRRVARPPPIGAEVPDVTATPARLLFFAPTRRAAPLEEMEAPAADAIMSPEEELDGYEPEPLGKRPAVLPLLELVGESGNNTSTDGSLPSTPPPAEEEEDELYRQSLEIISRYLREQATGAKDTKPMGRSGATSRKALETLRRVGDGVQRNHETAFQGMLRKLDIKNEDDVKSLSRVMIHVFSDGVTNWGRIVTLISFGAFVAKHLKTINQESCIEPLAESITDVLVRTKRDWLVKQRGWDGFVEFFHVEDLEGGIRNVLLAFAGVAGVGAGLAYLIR
Fam108B inh: blocks mouse Fam108B hydrolase in RBBP9 counter-screen | actives 0.33% (n = 300,000) | recombinant Fam108B, FP-Rh probe fluorescence polarization | inhibition, % at 9.51 µM;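 active means inhibition above the screen mean inhibition plus 3 SD, computed separately per campaign, cut at about 18% in these data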;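 further: inhibitors lower polarization as less probe binds the enzyme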
* hit, by the source's call; . = no result given.

Screens in order – MEX-5 binding | VLA-4 inh | BCLXL inh | CIT2-GFP yeast | AGP1 TOR yeast | GLD-1 RNA inh | GRK2 aptamer HTS | MCL1 BIM primary | Fam108B inh
CCOC(=O)c1cc(-c2ccc(C)cc2)n(CC(=O)NCc2ccco2)c1C
→ -1.1 | -12 | 1 | 127 | 114 | 2 | 0 | 2 | -3
O=C(Nc1nnc(SCc2ccc(F)cc2)s1)C1=COCCO1
→ . | 2 | -4 | 85 | 90 | 2 | 0 | -2 | .
COC(=O)[C@@H]1C[C@H]1[C@@H](NS(=O)(=O)c1ccccc1)c1ccccc1
→ 1.1 | 23 | 11 | 97 | 98 | 2 | 0 | 1 | -1
COc1ccc(/C(C#N)=C/c2ccccn2)cc1
→ -1.5 | 18 | -12 | 94 | 94 | -3 | 3 | -11 | -7
CCn1c(=O)c(=O)[nH]c2cc(C(=O)Nc3ccc(S(=O)(=O)N4CCCC4)cc3)ccc21
→ -1.5 | -54 | 4 | 93 | 99 | 4 | 0 | -3 | -15
c1cncc(C2Nc3ccccc3-c3nc4ccccc4n32)c1 (centres undefined)
→ -1.6 | -10 | 7 | 101 | 96 | 0 | 0 | 7 | -6
Cn1ncc(Cl)c1C(=O)NC1CCCC1
→ -0.6 | 4 | 5 | 103 | 103 | 0 | 0 | 0 | -1
Cc1ccccc1CN1CCN(CC(=O)NCc2ccc3c(c2)OCO3)C1=O
→ -0.6 | 15 | 7 | 101 | . | 3 | 1 | 13 | 1
CCc1nnc(NC(=O)CSc2nc3ccccc3o2)s1
→ 0.1 | 24 | -1 | 95 | 97 | 6 | 2 | -1 | -1
O=S(=O)(c1ccc2nc(COc3ccccc3)[nH]c2c1)N1CCOCC1
→ 1.4 | -7 | 1 | 104 | 109 | 1 | 4 | -3 | 1
COc1cccc(-c2nnc(-c3ccc(C(F)(F)F)cc3)o2)c1OC
→ -0.3 | -12 | -1 | 98 | 100 | 5 | 0 | -5 | -1
CCN1CCCC1CNC(=O)C(=O)Nc1ccccc1 (centres undefined)
→ -0.3 | 4 | 1 | 78 | 77 | 6 | 1 | 2 | 2
Cc1sc2nc(CSC(C)C(=O)Nc3ccccn3)[nH]c(=O)c2c1C (centres undefined)
→ . | -30 | 3 | 97 | 98 | -8 | 0 | 5 | .
O=C(/C=C/c1cccc2ccccc12)N1CCOCC1
→ 1.2 | 0 | 4 | 89 | 99 | -5 | 2 | 0 | 1
CCCCNC(=O)Cc1c(OC)ccc2cc(Br)ccc12
→ 2.2 | -18 | -1 | 90 | 92 | 2 | 2 | -1 | 3
CC(C)(CC(=O)O)CC(=O)N1CCN(c2nc3cc(Cl)ccc3s2)CC1
→ -1.8 | -7 | 2 | 99 | 96 | 7 | 0 | 3 | -5
O=C(NCc1ccccn1)c1cc(-c2ccccc2Cl)on1
→ 1.3 | 1 | -2 | 94 | 96 | -1 | 1 | 0 | -2
Cc1nnc(SCc2nnc(-c3cccs3)o2)n1C1CCCCC1
→ -1.8 | -1 | 1 | 97 | 100 | -3 | 1 | 0 | -2
CCC(C)(C)n1nnnc1C(c1cc2cc3c(cc2[nH]c1=O)OCO3)N1CCN(C)CC1 (centres undefined)
→ -1.9 | 6 | 10 | 109 | 109 | 11 | 2 | 0 | 5
CCOC(=O)CNC(=O)CN1CCCN(S(=O)(=O)c2ccc(Br)s2)CC1
→ . | 6 | 4 | 102 | 102 | 5 | 2 | 3 | -3
O=C(NCc1ccco1)C12CC3CC(C1)CC(C(=O)NCc1ccco1)(C3)C2
→ -0.8 | 5 | 7 | 107 | 104 | 1 | 4 | 4 | 4
O=C(CCC1CC(=O)Nc2ccccc21)NCc1ccc(F)cc1 (centres undefined)
→ 1.9 | 1 | -1 | 100 | 109 | 2 | 1 | 6 | -3
O=C1/C(=C/c2ccsc2)N2CCC1CC2
→ 0.4 | 2 | 3 | . | . | -1 | 0 | 6 | 1
Cc1cccc(-c2oc3ccc(-c4ccc5c(c4)OCO5)cc3c2C#Cc2cncn2C)c1
→ . | 14 | 6 | 92 | 96 | 0 | 1 | 3 | .
Cc1cccc(C)c1OCC(O)CN1CCCCC1 (centres undefined)
→ -1.3 | 6 | 9 | 104 | 101 | -4 | 0 | 1 | 0
CCC(=O)N=c1sc2ccccc2n1-c1ccccc1
→ 3.0 | 11 | 5 | 92 | 86 | -2 | 1 | -1 | 1
C=CCNC(=S)Nc1ccccc1-c1nnc2n1CCCCC2
→ -0.5 | -2 | 17 | 100 | 94 | 1 | 4 | -3 | -1
Cc1ccc(-c2nc(=S)c3c(n2CCN2CCOCC2)CC(C)(C)OC3)cc1
→ -2.7 | 13 | 2 | 100 | . | 4 | 3 | -3 | -5
Cc1[nH]nc2oc(=O)c(CCO)c(C)c12
→ -0.5 | 4 | 6 | 104 | 102 | 3 | 3 | 3 | -2
COc1ccc(NCc2nnc(SCC(=O)Nc3cccc(C)c3)o2)cc1
→ 2.5 | 15 | -2 | 94 | 98 | -2 | 0 | 1 | 3

Entries of single compounds from above. Order of values: MEX-5 binding, VLA-4 inh, BCLXL inh, CIT2-GFP yeast, AGP1 TOR yeast, GLD-1 RNA inh, GRK2 aptamer HTS, MCL1 BIM primary, Fam108B inh
CCc1nnc(NC(=O)CSc2nc3ccccc3o2)s1 is entered as 0.1, 24, -1, 95, 97, 6, 2, -1, -1
Cc1ccccc1CN1CCN(CC(=O)NCc2ccc3c(c2)OCO3)C1=O is entered as -0.6, 15, 7, 101, ., 3, 1, 13, 1

Further entries.
Screens in order – MEX-5 binding | VLA-4 inh | BCLXL inh | CIT2-GFP yeast | AGP1 TOR yeast | GLD-1 RNA inh | GRK2 aptamer HTS | MCL1 BIM primary | Fam108B inh
Cc1ccc(N2CCN(/N=C/c3c(C)nn(-c4ccccc4)c3Cl)CC2)cc1
→ 0.6 | 6 | 8 | 102 | 102 | -13 | 0 | 12 | 0
Cc1ccc(C(O)C(=O)c2ccco2)cc1 (centres undefined)
→ 1.3 | 3 | -4 | 66 | 74 | 3 | 0 | 1 | 3
Cc1cc(C)n(C(C)CNS(=O)(=O)c2ccc(Cl)cc2)n1 (centres undefined)
→ 0.0 | 0 | 5 | 103 | 97 | 11 | 2 | 2 | -4
CCOC(=O)NC1(C(F)(F)F)N=C(c2ccccc2)NC1=O (centres undefined)
→ 2.6 | 4 | 4 | 95 | 100 | 3 | 1 | 0 | -2
Cc1ccc(NC(=O)Cn2c(CCC(=O)O)ccc2-c2cccs2)cc1
→ 0.2 | -1 | -3 | 96 | 91 | 10 | 0 | -4 | -4
CCOC(=O)c1ccc(NC(=O)CNC(=O)c2ccccc2)cc1
→ 0.6 | 1 | 4 | 115 | 99 | 4 | 2 | -2 | 0
O=C(C1=C(O)C(=O)N(CCN2CCOCC2)C1c1ccccc1)c1cccs1 (centres undefined)
→ 2.5 | 4 | 1 | 91 | 97 | 1 | 1 | 0 | 2
Fc1cccc(C2CC(c3cccc(Br)c3)Nc3nnnn32)c1 (centres undefined)
→ -0.9 | 1 | 4 | 103 | 101 | 3 | 0 | 11 | 1
CC(C)CCNC(=O)CN(Cc1ccc2c(c1)OCO2)C(=O)CCC(=O)Nc1ccccn1
→ -0.9 | 13 | 7 | 98 | 97 | 3 | 0 | 12 | 5
COc1ccccc1NC(=S)N1CCN(C(=O)C2CCCO2)CC1 (centres undefined)
→ -0.3 | -2 | -6 | 99 | 100 | -8 | 6 | -5 | -2
COc1ccc(C2=NN(CCC(=O)NCc3ccc4c(c3)OCO4)C(=O)CC2)cc1
→ 2.0 | 6 | 6 | 101 | 66 | 6 | 0 | 10 | -1
O=C(Nc1ccccc1C(=O)O)c1cccc(NC(=O)c2ccco2)c1
→ 1.3 | -10 | 3 | 101 | 102 | -3 | 16 | 1 | 0
Cc1cccc(Cc2nnc(CCC(=O)N(C)C3CCOC3)o2)c1 (centres undefined)
→ 1.9 | 18 | 3 | 99 | 101 | -6 | 0 | -5 | -3
COc1ccc(Cc2c(O)nc(SCC(=O)c3ccc(OC)cc3)[nH]c2=O)cc1
→ -0.2 | 14 | 11 | 96 | 101 | 5 | 2 | 6 | -2
O=C(CSc1ccc([N+](=O)[O-])cc1)Nc1cccc(S(=O)(=O)Nc2ccccc2F)c1
→ -0.2 | 6 | 16 | 97 | 106 | 4 | 1 | 13 | 3
Cc1ccccc1NC(=O)Cn1c(=O)n(C)c2ccccc21
→ 2.0 | 12 | 1 | 102 | 106 | -2 | 0 | 0 | 4
CCN(c1ccccc1)S(=O)(=O)c1cc2c3c(c1)C(C)C(=O)N3CCC2 (centres undefined)
→ -0.2 | -5 | 4 | 110 | 117 | -3 | 1 | -6 | 1
NNC(=O)CNc1cccc(Br)c1
→ -2.0 | 8 | 2 | 102 | 104 | -3 | 0 | 7 | -5
O=C(Nc1ccc([N+](=O)[O-])cc1)Nc1ccon1
→ -1.3 | 30 | -5 | 103 | 98 | 0 | 0 | -8 | -4
COc1cccc(CN(C)C(=O)C23CC4CC(CC(C4)C2)C3)c1
→ 0.0 | 10 | 12 | 95 | 96 | -23 | 0 | 11 | 0
CCNC(=S)NNc1nc(N2CCCCC2)nc(N2CCOCC2)n1
→ -0.6 | -1 | -23 | 116 | 105 | 1 | 0 | -5 | 2
CC(NC(=O)Nc1ccccc1F)C(C)(C)C (centres undefined)
→ -0.7 | 4 | 3 | 103 | 103 | -11 | 1 | 7 | 2
CC1CN(C(=O)Cc2ccc(-c3ccccc3)cc2)CC(C)O1 (centres undefined)
→ 1.3 | 0 | 3 | 102 | 108 | 5 | 2 | 1 | 1
O=C(NCCCn1ccnc1)c1cccc(Cl)c1
→ 1.0 | -7 | 1 | 113 | 105 | -1 | 4 | -3 | -3
CC(Oc1ccc(F)cc1)C(=O)Nc1ccc(N2CCOCC2)cc1N1CCOCC1 (centres undefined)
→ 2.7 | 0 | 4 | 90 | 95 | 13 | 0 | 2 | -2
Cc1ccc(CNS(=O)(=O)c2ccc([N+](=O)[O-])cc2)cc1
→ 2.8 | -5 | 0 | 105 | 100 | 1 | 0 | -1 | -1
COc1ccc(CCNC(=O)CN2CCCc3ccccc32)cc1OC
→ 0.1 | 13 | 6 | 98 | 106 | -18 | 0 | 5 | 1
COCCN(C(=O)c1ccc(N2CCCC2=O)cc1)c1c(N)n(CC(C)C)c(=O)[nH]c1=O
→ . | 6 | 1 | 82 | 92 | 1 | 0 | 3 | .
OCC1CCCN(C2CCN(Cc3nc(Cc4cccc(C(F)(F)F)c4)no3)CC2)C1 (centres undefined)
→ 0.0 | -2 | 3 | 102 | 106 | 10 | 0 | 2 | 2
Cc1ccccc1Cn1nc(C)c(NC(=O)c2noc3c2CC(C(C)(C)C)CC3)c1C (centres undefined)
→ 4.1 | . | 2 | 95 | 100 | 2 | 0 | -1 | -5
CCN(CC(=O)Nc1ccc(NC(C)=O)cc1)C(=O)c1cccc(S(=O)(=O)N2c3ccccc3CC2C)c1 (centres undefined)
→ -2.8 | 26 | -3 | 98 | 102 | 1 | 1 | -15 | 0
CCn1c(Cc2ccc(OC)cc2)nnc1SCC(=O)Nc1nc2ccccc2s1
→ -1.9 | 9 | 2 | 84 | . | -1 | 0 | 2 | -10
Cc1ccc(C(=O)Nc2ccc(C(=O)N3CCCCC3C)cc2)cc1 (centres undefined)
→ 0.0 | -2 | 8 | 108 | 102 | 7 | 0 | 3 | 0
Cc1ccc(S(=O)(=O)N2CCC(c3nnc(SCCN4CCCC4)n3C)CC2)cc1
→ -0.4 | 1 | 2 | 101 | 101 | 6 | 2 | 1 | 3
